KDM4E inh = qHTS Assay for Inhibitors of Human Jumonji Domain Containing 2E (JMJD2E); hit rate 1.6% among 230,000; Potency, µM (top dose mostly 57.1 µM), inactives show at the highest dose activity change, negative = inhibition, most hits filed as inhibitors; JMJD2E catalytic domain, FDH-coupled NADH fluorescence (FDH is formaldehyde dehydrogenase); AID 2147, 2009; Lysine-specific demethylase 4E (Homo sapiens), B2RXH2; active means well fitted inhibition curve with a large enough effect, not every such curve was filed as active; inconclusive means small, poorly fitted or top-dose-only effect, or another doubt; inactive means no such curve, though single readings can be large or run the other way;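 further: 0% = wells with enzyme and -100% = buffer wells without enzyme; nearly all actives have a fitted effect of over 50% in size; many of its hits are not listed in these tables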
Target sequence (B2RXH2 1-337 limits assumed): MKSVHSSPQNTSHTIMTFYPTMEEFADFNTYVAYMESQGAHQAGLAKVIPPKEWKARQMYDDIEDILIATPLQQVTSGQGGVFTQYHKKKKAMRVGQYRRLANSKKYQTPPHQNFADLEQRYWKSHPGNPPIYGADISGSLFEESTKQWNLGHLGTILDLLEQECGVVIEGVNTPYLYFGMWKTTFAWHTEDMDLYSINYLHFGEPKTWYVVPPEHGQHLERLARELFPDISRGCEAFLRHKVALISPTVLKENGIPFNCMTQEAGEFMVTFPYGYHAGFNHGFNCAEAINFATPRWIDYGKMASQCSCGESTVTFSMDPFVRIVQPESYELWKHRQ
SMN2 splice enh = qHTS Assay for Enhancers of SMN2 Splice Variant Expression; HEK293 SMN2-luciferase splicing reporter, luminescence, 30-36 h; Potency, µM (series often up to 46.1 µM), for the others: top-dose activity change, positive = activation, usual class: activators; hit rate 2.8% among 210,000; AID 1458, 2008; further: % of control where 0% means no effect; nearly all actives have a fitted effect of over 55% in size
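HEK293 cells carry an SMN2 minigene-luciferase reporter in which exon 7 inclusion puts luciferase in frame. Cells were seeded at 2000 cells/well, attached for 10-12 hours, then exposed to compounds for 30-36 hours at 37C before ONE-Glo luminescence.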
RECQ1 helicase = qHTS Assay for Inhibitors of RecQ-Like Dna Helicase 1 (RECQ1); ATP-dependent DNA helicase Q1 (Homo sapiens), P46063; hit rate 0.54% among 240,000; RECQ1 DNA unwinding, red fluorescence kinetic read; Potency, µM (series often up to 57.3 µM), inactives show top-dose activity, negative = inhibition, most hits filed as inhibitors;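 further: plate controls were vehicle for no effect and no enzyme for full effect; nearly all actives have a fitted effect of over 30% in size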
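50 nM RECQ1T1 preincubated 15 min with compound in Tris pH 8.0 buffer with MgCl2, DTT, Tween-20 and 2.5 ug/ml poly(dI-dC); started with 200 nM TAMRA/BHQ-2 forked duplex and 2 mM ATP. Unwinding read as fluorescence (525/598 nm), two reads 2 h apart.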
IMPase Li inh = qHTS Assay for Identifying the Cell-Membrane Permeable IMPase Inhibitors: Potentiation with Lithium | CHO-M1 cells, IP1 TR-FRET (IP-One), carbachol + lithium | Potency, µM (series often up to 59.4 µM), for the others: at the top dose activity, negative = IMPase inhibition, usual class: inhibitors | hit rate 0.35% among 210,000 | AID 1457, 2008;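 further: IP1 builds up when IMPase is blocked and the TR-FRET signal falls; plate controls were basal vehicle for no effect and high inhibitor control for full effect; nearly all actives have a fitted effect of over 50% in size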
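Steps: plate 2000 CHO-M1 cells per well and culture 16–30 h; add compound and lithium; incubate 30 min, 37C; add d2-IP1 tracer and Eu cryptate anti-IP1 antibody in lysis buffer; read after 10 min at room temperature.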
RGS12 GoLoco inh = qHTS Assay for Inhibitors of RGS12 GoLoco Motif Activity (Red Fluorophore) | Guanine nucleotide-binding protein G(i) subunit alpha-1 (Homo sapiens), P63096 | hit rate 0.44% among 230,000 | Gai1:RGS12 GoLoco peptide FP, rhodamine, 10 min | AID 880, 2007 | Potency, µM (top dose mostly 61.6 µM), for inactives: at the highest dose activity, negative = inhibition, actives largely listed as inhibitors; active means well fitted inhibition curve with a large enough effect, not every such curve was filed as active; inactive means no such curve, though single readings can be large or run the other way; further: on the % scale 0 is the no-effect control and ±100 the full control effect; nearly all actives have a fitted effect of over 30% in size; many of its hits are not listed in these tables
Target sequence (P63096 whole entry, looked up): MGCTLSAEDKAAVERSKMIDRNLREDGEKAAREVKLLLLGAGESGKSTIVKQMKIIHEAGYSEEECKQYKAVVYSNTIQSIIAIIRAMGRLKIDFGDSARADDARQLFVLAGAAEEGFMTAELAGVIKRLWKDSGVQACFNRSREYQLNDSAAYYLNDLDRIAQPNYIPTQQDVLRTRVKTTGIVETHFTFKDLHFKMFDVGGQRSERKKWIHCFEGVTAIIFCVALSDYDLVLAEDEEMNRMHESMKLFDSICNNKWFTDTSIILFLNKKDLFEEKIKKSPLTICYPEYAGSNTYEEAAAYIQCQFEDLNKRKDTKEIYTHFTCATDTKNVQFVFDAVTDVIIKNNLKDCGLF
KinaseGlo FLuc = Counterscreen for Luciferase (Kinase-Glo TM) Inhibition; Luciferin 4-monooxygenase (Photuris pensylvanica), Q27757; Kinase-Glo luciferase, ATP luminescence, 8 min; Potency, µM (series often up to 38.3 µM), inactives show top-dose activity change, negative = inhibition, actives largely listed as inhibitors; hit rate 0.28% among 200,000; further: on the % scale 0 is the no-effect control and ±100 the full control effect; nearly all actives have a fitted effect of over 60% in size
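Compound is pinned into ATP-containing buffer (10 uM ATP, imidazole pH 7.2, 7 mM MgCl2). Kinase-Glo luciferase reagent is then added. Light output is recorded following an 8-min room-temperature incubation.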
Epigenetic derep = Quantitative High-Throughput Screen for Regulators of Epigenetic Control; Potency, µM (titrated, usually from 53.9 µM), for the others: at the highest dose GFP activation, usual class: activators; hit rate 0.2% among 280,000; murine LDR cells, GFP reporter derepression, 30 h; further: % of control where 0% means no effect; nearly all actives have a fitted effect of over 60% in size
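Murine LDR cells carrying a silenced, genomically integrated CMV-driven GFP reporter were exposed to compound for 30 hours at 37 C. After PBS washes, GFP-positive cells (20–120 um objects) were counted by laser-scanning microplate cytometry.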
NPSR antag = qHTS Assay for Antagonists of the Neuropeptide S Receptor: cAMP Signal Transduction. Q6W5P4. CHO-NPSR cells, cAMP TR-FRET, antagonist mode. Potency, µM (doses to about 38.3 µM), for inactives: at the highest dose activity change, negative = inhibition, actives largely listed as inhibitors. hit rate 1% among 220,000; further: on the % scale 0 is the no-effect control and ±100 the full control effect; nearly all actives have a fitted effect of over 50% in size; many of its hits are not listed in these tables
Target sequence (Q6W5P4 whole entry, looked up): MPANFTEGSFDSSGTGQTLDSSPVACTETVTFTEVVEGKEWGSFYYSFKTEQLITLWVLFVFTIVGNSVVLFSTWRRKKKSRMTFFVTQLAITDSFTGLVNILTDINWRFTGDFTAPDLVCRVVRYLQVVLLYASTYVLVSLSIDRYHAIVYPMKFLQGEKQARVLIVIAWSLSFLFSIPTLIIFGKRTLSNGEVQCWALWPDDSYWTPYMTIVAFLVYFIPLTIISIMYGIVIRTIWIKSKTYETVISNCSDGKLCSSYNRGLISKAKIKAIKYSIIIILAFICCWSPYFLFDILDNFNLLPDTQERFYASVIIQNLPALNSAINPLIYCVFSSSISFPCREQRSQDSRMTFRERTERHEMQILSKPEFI
Numbers without * were called inactive; i = inactive; ? = inconclusive; nt = not tested or not shown; [ ] = remark or other dose. Unless noted, the call rests on the fitted dose curve; in most records, active means well fitted curve in the direction sought with a large enough effect; inconclusive means small, poorly fitted or top-dose-only effect, or another doubt; inactive means no such curve, though single readings can be large; an effect the other way counts as inactive or inconclusive. Potency means the concentration at half of the fitted maximal effect. An excerpt; count on the stated rates, not on these rows.

SMILES	KDM4E inh	SMN2 splice enh	RECQ1 helicase	IMPase Li inh	RGS12 GoLoco inh	KinaseGlo FLuc	Epigenetic derep	NPSR antag
CCOC(=O)C1=C(C)OC(N)=C(C#N)C1c1ccc(C)o1 (stereo not given)	-12%	-6%	-7%	25%[38.3 µM]	29%	-4%	1.4%	-10%[46.1 µM]
Cc1cc2ccccc2n1CCNC(=O)C1CCCC1	6%	-8%	-6%	-4%[38.3 µM]	-3%	0%	-1.8%	-7%[46.1 µM]
CCOC(=O)/C(=C/c1c(C)n(C)c2ccc([N+](=O)[O-])cc12)C(C)=O	-8%	-10%	-4%	18%	0%	0%	?	-20%
COc1ccc(-c2nnc3sc(CN4C(=O)c5ccccc5C4=O)nn23)cc1	8%	1%	0%	?	5%	0%	-1.6%	-7%[46.1 µM]
NS(=O)(=O)c1cccc(NC(=O)Cc2ccc(Cl)c(Cl)c2)c1	-10%	6%	-3%	5%	13%	-1%	10%	-19%
COc1ccc(CCN(CC(=O)NC2CCCC2)C(=O)CCC(=O)Nc2cc(C)on2)cc1OC	9%	2%	-10%	-21%[38.3 µM]	1%	-2%	0.3%	-6%[46.1 µM]
O=C(COc1ccc2ccccc2c1)N1CCCC1	8%	23%	-3%	26%[38.3 µM]	-4%	1%	0.0%	8%[46.1 µM]
Cc1ccc(/C=N\NC(=O)COc2ccc(C)cc2[N+](=O)[O-])cc1	-3%	-9%	-10%	-7%	-13%	-1%	-2.0%	9%
Cc1ccc(C(=O)Oc2cc(-c3ccccc3)no2)cc1	0%	4%	-8%	3%[38.3 µM]	10%	-1%	-0.3%	0%[46.1 µM]
NC(=O)c1c(N)sc(=S)n1-c1ccccc1	-1%	12%	-1%	20%[38.3 µM]	7%	3%	0.9%	-4%[46.1 µM]
Cc1ccccc1C#N	nt	-4%	15%	10%	-12%	nt	nt	nt
C=CC(C)n1c(Br)nc2c1c(=O)[nH]c(=O)n2C (stereo not given)	1%	1%	-4%	-17%[38.3 µM]	10%	-4%	2.4%	-11%[7.67 µM]
CCN1C(=O)/C(=C\N2CCCc3ccccc32)SC1=S	6%	1%	2%	9%[38.3 µM]	11%	-1%	4.8%	-1%[46.1 µM]
O=C(Nc1ccc2c(c1)OCO2)C1CCCN(S(=O)(=O)Cc2ccccc2)C1 (stereo not given)	0%	-7%	17%	19%[38.3 µM]	4%	-6%	-2.0%	-15%[46.1 µM]
COc1ccc(S(=O)(=O)N2C(=O)/C(=C3\SC(N)=NC3=O)c3ccccc32)cc1	0%	nt	-4%	nt	3%	nt	-0.4%	5%[7.67 µM]
N=c1n(CCN2CCOCC2)c2ccccc2n1CC(O)COc1ccccc1 (stereo not given)	-2%	-21%	-7%	5%[38.3 µM]	3%	3%	0.0%	6%[46.1 µM]
O=C(Cn1nnc(-c2ccccc2F)n1)OCC(=O)c1ccccc1	6%	nt	0%	7%	67%[activator]	8%	-3.2%	-26%
COc1ccc(CNC(=O)COc2ccc(C(=O)c3ccc(F)cc3)cc2)cc1	18%	-7%	-1%	2%	8%	1%	0.0%	7%
NC(=O)CSc1nc2ccccc2n1Cc1ccccc1F	-2%	6%	11%	24%[38.3 µM]	-7%	0%	2.3%	-5%[46.1 µM]
COc1cc(OC)c(CN2CCN(c3ccc(F)cc3)CC2)cc1Br	-19%	4%	-10%	8%[38.3 µM]	1%	-5%	-1.1%	-17%[46.1 µM]
CCN1/C(=C\c2ccc3cc(C)ccc3[n+]2CC)Sc2cc(C)c(C)cc21	?	-71%[inhibitor]	?	-20%	204%[activator]	-11%	3.2µM*	-25%
CC(=O)Nc1ccc(N2C(=O)CCC2=O)cc1C	1%	-16%	-5%	19%[38.3 µM]	14%	19%	0.1%	9%[46.1 µM]
Cc1cc2cc(CNC(=O)Nc3ccccc3)ccc2[nH]1	-16%	?	i	-2%	5%	-2%	-2.1%	1%
CCN1C(=O)[C@@H]2[C@H](C1=O)[C@@H]1C[C@H]3C(=O)N(CC)C(=O)[C@H]3[C@@H]3C1=C(C(=O)N1C(=O)O/C(=N\CC4CC4)[C@]31C)[C@@H]2C	-2%	1%	i	-2%	6%	0%	2.9%	nt
Cc1ccc(/C=N/NC(=O)CSc2nc3ccccc3n2Cc2ccc(Cl)cc2)o1	-22%	-12%	-9%	16%	-4%	2%	0.0%	-27%
CSc1ccccc1NC(=O)c1cc(-c2cccnc2)nc2ccc(Br)cc12	-3%	-26%	12%	-17%	15%	1%	10%	-16%
CCCNC(=O)c1ccc2c(=O)c(O)c(-c3ccc(OC)cc3)[nH]c2c1	?	nt	i	nt	-3%	nt	0.5%	8%
Cc1cc2cc3c(cc2nc1SCC(=O)O)CCC3	-7%	nt	17%	3.5µM*	37%[activator]	-3%	1.0%	58%
O=C(Nc1ccc2c(c1)OCO2)c1cccc2c1C(=O)N(Cc1cccnc1)C2	3%	-4%	-23%	27%[38.3 µM]	4%	-7%	6.0%	-29%[46.1 µM]
O=C(Nc1ccccc1)c1ccncc1	0%	22%	8%	-3%[38.3 µM]	3%	0%	-0.7%	-1%[46.1 µM]

Some of the entries so far, with values under each structure:
Values run as follows: KDM4E inh	SMN2 splice enh	RECQ1 helicase	IMPase Li inh	RGS12 GoLoco inh	KinaseGlo FLuc	Epigenetic derep	NPSR antag
> Cc1ccccc1C#N
→ nt	-4%	15%	10%	-12%	nt	nt	nt
> C=CC(C)n1c(Br)nc2c1c(=O)[nH]c(=O)n2C (stereo not given)
→ 1%	1%	-4%	-17%[38.3 µM]	10%	-4%	2.4%	-11%[7.67 µM]

The listing continues.
SMILES	KDM4E inh	SMN2 splice enh	RECQ1 helicase	IMPase Li inh	RGS12 GoLoco inh	KinaseGlo FLuc	Epigenetic derep	NPSR antag
Cc1ccc(C2=Nc3ccccc3SC(c3cccc([N+](=O)[O-])c3)C2)cc1 (stereo not given)	?	nt	-15%	nt	6%	nt	1.1%	60%
COc1ccc(CN2CCC(CNC(=O)NC3CCCCC3)CC2)cc1	7%	1%	-3%	0%[38.3 µM]	1%	-3%	0.4%	-4%[46.1 µM]
CCOc1cc(/C=N/Nc2ncnc(Cl)c2N)ccc1O	-15%	23%	-1%	20%	9%	-10%	-0.9%	-19%
CC1(C)CC(=O)C=C(N2CCOCC2)C1	1%	-11%	i	-4%	-13%	-1%	-1.7%	14%
Cc1cccc(N(CC(=O)NCCSCc2ccccc2)S(C)(=O)=O)c1	8%	nt	-12%	0%	8%	0%	0.0%	-2%
O=C(C1=C[C@@H](c2csc3ccccc23)C[C@@H](OCc2ccc(CO)cc2)O1)N1CCN(Cc2ccc3c(c2)OCO3)CC1	-4%	nt	i	6%	5%	nt	5.2%	?
O=C(NCC1CCCO1)c1onc(CSc2cccc3ccccc23)c1C(=O)O (stereo not given)	9%	-6%	-10%	-18%[38.3 µM]	3%	0%	-0.9%	-6%[46.1 µM]
CN(C)c1ccc(N/C(=N\S(=O)(=O)c2cccs2)c2ccccc2)cc1	-3%	nt	-2%	nt	nt	nt	-0.9%	-19%[46.1 µM]
O=C(C[N+]1(CC#Cc2ccccc2)CCOCC1)c1ccccc1	-3%	10%	-9%	15%	6%	-2%	0.0%	-1%
CC(=O)c1sc(NC(=O)c2ccc(F)c(F)c2)nc1C	1%	1%	-13%	3%[38.3 µM]	-9%	-7%	2.0%	0%[46.1 µM]
Cc1ccc(S(=O)(=O)c2ccc(Cl)cc2)cc1S(=O)(=O)N1CCOCC1	4%	-34%[inhibitor]	5%	10%[38.3 µM]	2%	3%	1.4%	-5%[46.1 µM]
O=C(C[n+]1ccc(C(=O)c2ccccc2)cc1)Nc1ccc(C(F)(F)F)cc1	-4%	-10%	-3%	18%	8%	0%	-0.1%	-11%
O=C(N/N=C/c1ccccc1[N+](=O)[O-])c1ccc2c(c1)OCCO2	13%	nt	i	nt	1%	nt	6.3%	-11%
Cc1ncoc1C(=O)Nc1ccccc1-c1ccccc1	10%	2%	-18%	2%[38.3 µM]	10%	2%	-1.0%	-2%[46.1 µM]
CC(=O)C1=C(O)C(=O)N(C)C1c1ccccc1[N+](=O)[O-] (stereo not given)	?	nt	29%	nt	6%	nt	-1.1%	6%[7.67 µM]
COc1ccc(Oc2ncc3nc(C)c(=O)n(-c4ccc(OC)cc4)c3n2)cc1	nt	-12%	-2%	0%	14%	-1%	nt	nt
COCC(=O)N1CCC2(CC1)CN(c1ccc(-c3ccccc3)cc1)C2	nt	-44%[inhibitor]	-12%	21%	-16%	1%	nt	nt
O=C(NCc1cccnc1)Nc1ccccc1	11%	nt	-7%	-2%	6%	-1%	-3.5%	-14%
COc1ccc(C(=O)N2CCC3(CCCN(c4cccc(-c5ccccc5)c4)C3)CC2)cc1	nt	-19%	-25%	-5%	166%[activator]	0%	nt	nt
O=C1c2cccc3cccc(c23)C(=O)N1c1ccncc1	?	-53%[inhibitor]	-6%	5%	-5%	3%	0.0%	-1%[46.1 µM]
OC[C@@H](O)COc1cccc2ccccc12	?	nt	0%	15%	9%	2%	-0.8%	nt
O=C(NCc1ccccc1)c1cc(S(=O)(=O)N2CCOCC2)ccc1F	13%	?	-8%	8%[38.3 µM]	128%[activator]	2%	-1.0%	-10%[46.1 µM]
Cc1nc2c(sc3nc(N4CCOCC4)c4c(c32)CC(C)(C)OC4)c(-c2ccccc2)c1C(=O)O	?	nt	-11%	nt	13%	nt	-0.3%	?
COCCSc1nnc(NC(=O)c2ccc(NC(C)=O)cc2)s1	-3%	nt	3%	-3%	15%	-2%	-2.3%	-3%
CCCNC(=O)Cn1nc(C(F)(F)F)c2c1CCCC2	1%	5%	-2%	6%	-1%	-3%	-1.2%	-3%[46.1 µM]
CC(=O)SCCC(=O)N1C(C)CCCC1C(=O)O (stereo not given)	5%	-14%	-3%	-4%[38.3 µM]	3%	-1%	-1.5%	7%[46.1 µM]

Screens from PubChem BioAssay.
